Compound activity from PubChem.
GLS inhibitor – qHTS for Inhibitors of Glutaminase (GLS) | GLS enzymatic activity, qHTS titration | Potency, µM (top dose mostly 45.5 µM), without a hit: at the top dose activity change, negative = inhibition, hits mostly inhibitors | 410,000 tested, 0.21% active | AID 624170, 2012; further: on the % scale 0 is the no-effect control and ±100 the full control effect
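hKGA in 45 mM KH2PO4 pH 8.2, 0.02% Tween-20 with pin-transferred compounds; 1 mM L-glutamine (stock) plus glutamate oxidase/HRP/Amplex Red coupling added. Fluorescence read initially and after 30 min at RT.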
POLI inh – qHTS for Inhibitors of Polymerase Iota; AID 588590, 2011; Pol iota fluorescent replication assay, 10 min; 390,000 tested, 1% active; Potency, µM (highest dose often 115 µM), without a hit: at the highest dose activity, negative = inhibition, hits mostly inhibitors; DNA polymerase iota (Homo sapiens), Q9UNA4
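Pol iota at 10 nM preincubated 15 min with compounds at room temperature; reaction started with fluorescent substrate, 50 nM final. Fluorescence read kinetically at 0 and 10 min; buffer-only wells as negative control.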
BLM inh – qHTS Assay for Inhibitors of Bloom's syndrome helicase (BLM); recombinant BLM DNA unwinding, fluorescence dequenching; Potency, µM (series often up to 56.1 µM), without a hit: at the highest dose activity change, negative = inhibition, hits mostly inhibitors; 350,000 tested, 0.2% active; AID 2528, 2010;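 further: plate controls were vehicle for no effect and no enzyme for full effect; nearly all actives have a fitted effect of over 35% in size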
BAZ2B inh – qHTS Assay for Inhibitors of BAZ2B | Bromodomain adjacent to zinc finger domain protein 2B (Homo sapiens), Q9UIF8 | AlphaScreen BAZ2B-H3K14Ac peptide displacement | Potency, µM (series often up to 114 µM), for inactives: at the top dose activity change, negative = inhibition, hits mostly inhibitors | 360,000 tested, 4.4% active | AID 504333, 2011; further: on the % scale 0 is the no-effect control and ±100 the full control effect; nearly all actives have a fitted effect of over 60% in size
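In this displacement format the biotinylated H3(5-23) peptide acetylated at Lys14 serves as ligand at 50 nM, with BAZ2B at 50 nM in PBS pH 7.4 containing 0.01% Tween-20. Donor and acceptor beads are 10 ug/mL final.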
Pin1 inhibitor – qHTS Assay to Find Inhibitors of Pin1; Peptidyl-prolyl cis-trans isomerase NIMA-interacting 1 (Homo sapiens), Q13526; Pin1 FP peptide displacement, HiFluor488, 10 min; Potency, µM (doses to about 115 µM), for the others: at the top dose activity, negative = inhibition, most hits filed as inhibitors; 390,000 tested, 0.009% active; AID 504891, 2011; active means well fitted inhibition curve with a large enough effect in the polarisation, with a control signal flat, not every such curve was filed as active; inconclusive means small, poorly fitted or top-dose-only effect, or effect the other way, or a change in a side signal; inactive means no such curve, though single readings can be large or run the other way; the % refers to the polarisation; further: on the % scale 0 is the no-effect control and ±100 the full control effect
PGK inhibitor – qHTS Assay to Find Inhibitors of Phosphoglycerate Kinase; Phosphoglycerate kinase, glycosomal (Trypanosoma brucei brucei), P07378; PGK/GAPDH coupled, Kinase-Glo luminescence, 60 min; Potency, µM (top dose mostly 57.5 µM), for inactives: at the highest dose activity change, negative = inhibition, actives largely listed as inhibitors; 380,000 tested, 0.043% active; AID 602233, 2012; further: on the % scale 0 is the no-effect control and ±100 the full control effect; nearly all actives have a fitted effect of over 60% in size
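Recombinant glycosomal PGK reaction used 1,3-bisphosphoglycerate generated in-well by GAPDH (100nM final) in 100mM TEA pH 7.6, 5mM MgCl2, 0.01% Tween-20. After 60 minutes at room temperature, ATP was read by Kinase-Glo Plus luminescence end-point.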
JMJD2A Tudor inh – qHTS Assay for Inhibitors of JMJD2A-Tudor Domain. Lysine-specific demethylase 4A (Homo sapiens), O75164. AlphaScreen JMJD2A-Tudor / H3K4me3 peptide binding. Potency, µM (doses to about 114 µM), for inactives: at the top dose activity change, negative = inhibition, usual class: inhibitors. 390,000 tested, 4.4% active. AID 504339, 2011; further: on the % scale 0 is the no-effect control and ±100 the full control effect; nearly all actives have a fitted effect of over 50% in size
G9a block – qHTS Assay for Inhibitors of Histone Lysine Methyltransferase G9a. Histone-lysine N-methyltransferase EHMT2 (Homo sapiens), Q96KQ7. G9a H3K9 monomethylation, AlphaScreen, 2 h. Potency, µM (doses to about 102 µM), for inactives: top-dose activity, negative = inhibition, actives largely listed as inhibitors. 350,000 tested, 8.8% active. AID 504332, 2011; further: on the % scale 0 is the no-effect control and ±100 the full control effect; nearly all actives have a fitted effect of over 75% in size
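Using a bead-based AlphaScreen, monomethylated H3K9 product from 2 h room-temperature reactions (G9a 20 nM, peptide 500 nM, SAM 20 uM) was detected with 0.5 ug/mL rabbit anti-H3K9me1 antibody.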
HP1b binding inh – HTS for Inhibitors of HP1-beta Chromodomain Interactions with Methylated Histone Tails; Chromobox protein homolog 1 (Homo sapiens), P83916; AlphaScreen HP1-beta / biotin-H3K9me3 peptide binding; AID 540317, 2011; 390,000 tested, 0.56% active; Potency, µM (series often up to 114 µM), for inactives: at the top dose activity change, negative = inhibition, hits mostly inhibitors; further: nearly all actives have a fitted effect of over 70% in size; inactives centre near 23
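AlphaScreen: HP1-beta (50 nM) preformed 30 min with biotin-H3(1-18)K9me3 peptide (50 nM) in PBS pH 7.4, 0.01% Tween-20. Compound added for 30 min at RT, then streptavidin donor/nickel chelate acceptor beads (10 ug/mL) for 30 min.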
* hit, by the source's call; i = inactive; ? = inconclusive; . = no result given; & = joins results of further samples; [ ] = another dose, or the depositor's remark. Unless noted, the call rests on the fitted dose curve; in most records, active means well fitted curve in the direction sought with a large enough effect; inconclusive means small, poorly fitted or top-dose-only effect, or another doubt; inactive means no such curve, though single readings can be large; an effect the other way counts as inactive or inconclusive. Potency means the concentration at half of the fitted maximal effect.

SMILES	GLS inhibitor	POLI inh	BLM inh	BAZ2B inh	Pin1 inhibitor	PGK inhibitor	JMJD2A Tudor inh	G9a block	HP1b binding inh
O=c1cnn(Cc2ccc(F)cc2)c2ccccc12	?	19%	1%	-2%	-9%	-5%	-9%	15%	-4%
COc1ccc(O)c(/C=N/NC(=S)Nc2cccc(S(=O)(=O)N(C)C)c2)c1	17%	11%	-18%	7.9µM*	13%	-4%	22µM*	?	-32%
C/C(=N\NC(=O)CCc1ccccc1)C1C(=O)c2ccccc2C1=O	-8%	147%[activator]	-5%	-19%	-2%	-3%	-17%	26%	22%
Cc1ccc(-n2c(Cc3cccn3C)nnc2SCC(=O)Nc2cc(C)on2)cc1	-10%	-10%[58.9 µM]	-2%	-2%	7%	-2%	-15%	24%[2.33 µM]	45%[activator]
O=C(OCC1OC2OC3(CCCCC3)OC2C2OC3(CCCCC3)OC12)c1ccccc1 (stereo not given)	5%	4%	5%	7%	-1%	7%	7%	24%[59 µM]	34%
O=C(Nc1cc(C(F)(F)F)ccc1-n1cncn1)c1ccc(Br)cc1	-2%	16%	-3%	4%[57.1 µM]	0%	i	-13%	17%	22%
C=CCn1c(SCC(=O)c2ccc(O)c(O)c2)nnc1-c1ccccc1OC	-10%	50µM*	-4%	50µM*	-4%	-14%	?	5µM*	26%
CC(C)c1ccc2c(c1)[C@H]1OCC[C@H]1[C@@H](c1cccs1)N2	-2%	7%	2%	-35%	4%	0%	-20%	0%[59 µM]	19%
O=C(COc1c(F)c(F)cc(F)c1F)NC(=O)NC1CCCC1	3%	32%[activator]	-3%	.	-2%	0%	-7%	-8%[59 µM]	30%
Cc1cc(C(=O)COC(=O)[C@H](C)NC(=O)c2ccco2)c(C)n1Cc1ccco1	0%	?	-10%	?	-2%	i	?	?	-5%
O=C(NCC1CCCO1)c1ccc2[nH]c3c(c2c1)CCCC3 (stereo not given)	159%[activator]	57%[activator]	.	-21%	-5%	2%	-29%	3%[0.501 µM]	-7%
COC(=O)C(=C/C(C)=C/c1cccs1)C(=O)OC	4%	5%	-3%	-15%	47%[activator]	16%	-31%	2%	?
COc1ccc(S(=O)(=O)N(C)C)cc1NC(=O)[C@H](Cc1ccccc1)N1C(=O)c2ccccc2C1=O	11%	116%[activator]	-2%	3%	5%	-1%	-7%	50µM*	37%
Cc1ccc2[nH]c(CSc3nnc(NC(=O)c4ccccc4F)s3)cc(=O)c2c1	-7%	3%	1%	5%	26%	i	-8%	-14%[59 µM]	21%[57 µM]
Cc1ccc2c(CC(=O)N3CCc4ccccc43)coc2c1	-13%	-2%	-6%	0%	4%	3%	-19%	-2%	28%
O=C(NNC(=O)C1CC=CCC1)c1ccccc1Br (stereo not given)	12%	100%[activator]	-2%	5%	-9%	-2%	-9%	24%	24%
CC(=O)Nc1ccc(-c2nnc(SCc3c(C)cc(C)cc3C)n2C)cc1	-12%	12%	5%	11%	-2%	-9%	-21%	?	10%
CN1CCN(CCCNC(=O)CN2C(=O)COc3ccccc32)CC1	43%[activator]	140%[activator]	-2%	-3%	1%	-7%	-2%	-5%	10%
CC(C)c1ccc(N2C(=O)CSC23C(=O)N2CCCc4cccc3c42)cc1 (stereo not given)	11%	?	-2%	-4%	0%	-1%	-28%	17%[59 µM]	9%
CCc1ccccc1NC(=O)C1CCN(C(=O)c2cccs2)CC1	15%	46%[activator]	2%	-16%	-8%	-5%	-24%	-6%	-14%
C/C(=C1/SC(=S)N(CCC(=O)O)C1=O)c1ccc(O)cc1	27%	?	-6%	?	?	-19%	?	7%[12.7 µM]	-36%
CSc1nnc(N2C(=O)C(O)=C(C(=O)c3ccco3)C2c2ccccc2)s1 (stereo not given)	-4%	?	-2%	?	?	-4%	?	40µM*	-1%[57 µM]
O=C(NCCS(=O)(=O)N1CCN(c2ccccc2F)CC1)c1ccc(Br)o1	?	21%	-1%	-15%	-4%	-6%	?	22%[59 µM]	2%
CCOC(=O)c1cccc(NS(=O)(=O)c2cc(-c3cnc(C)o3)ccc2OC)c1	3%	5%	-14%	-9%	?	1%	-33%	3%[59 µM]	12%
O=C(c1c(F)cccc1F)N1CCCC(c2nc(-c3ccc(Cl)cc3)no2)C1 (stereo not given)	-1%	19%	-8%	10%	?	9%	8%	-7%	51%[activator]
Clc1ccc(-c2nc(-c3cnccn3)no2)cc1	10%	42%[activator]	0%	1%	-4%	-9%	-3%	10%	24%
COc1ccccc1CC(=O)Nc1ccc2nc(Nc3cccc(C(F)(F)F)c3)cc(C)c2c1	-1%	10%	-9%	6%	6%	-8%	-3%	9%[59 µM]	39%
CCN(CCCNC(=O)c1cc2c(=O)n(C)c3ccccc3c2s1)c1ccccc1	-7%	-15%	-8%	.	-3%	i	-25%	-4%[59 µM]	23%
C=CC[C@H](CC(=O)N[C@H](CO)Cc1ccccc1)C(=O)N[C@@H](COC(=O)[C@H](CC=C)CC(=O)OC(C)(C)C)Cc1c[nH]c2ccccc12	0%	14%	.	.	0%	-2%	-21%	.	16%
CC(=O)c1nnn(-c2ccccc2C#N)c1C	-14%	125%[activator]	-4%	5%	-4%	i	1%	8%	39%[activator]
COc1ccc(-c2nnc(SCC(=O)Nc3cc(F)ccc3C)o2)cc1	-1%	8%	-7%	1%	-3%	-8%	-11%	-13%	47%[activator]
O=C(CC(SCCO)c1ccc([N+](=O)[O-])cc1)c1ccco1 (stereo not given)	8%	-6%	-3%	?	?	-3%	19%	?	30%
O=C(CNC(=O)c1nc[nH]c1C(=O)N1CCN(c2ccccc2)CC1)OCc1ccccc1	8%	-8%	0%	-38%	-6%	-4%	-20%	?	27%
COc1ccc(N2CCN(Cc3nnc(-c4ccc5c(c4)OCO5)o3)CC2)cc1	19%	-7%	-3%	-15%	1%	-7%	?	?	2%
O=C(Nc1ccc2nc3n(c(=O)c2c1)CCCCC3)c1cc([N+](=O)[O-])ccc1F	7%	10%	-4%	19%	0%	i	-9%	.	37%
CC[C@@]12C(=O)N(c3cccc(F)c3)C(=O)N1[C@H](c1cccc(C)c1)[C@@H]1C(=O)N(Cc3ccccc3)C(=O)[C@@H]12	8%	-14%	-9%	-6%	3%	-8%	-18%	.	53%[activator]
COc1ccc(C(=O)N2CCN(c3ccccn3)CC2)cc1	.	-4%	-3%	5%	-6%	-7%	14%	6%	13%
O=c1[nH]cnc2c1ncn2C1OC(CO)C(O)C1O (stereo not given)	4%&5%	-1%	-2%&4%&5%	.	2%	4%	-8%	23%[59 µM]	3%
CN(C)S(=O)(=O)c1ccc2c(c1)c(=O)c(C(=O)N1CCN(c3cccc(Cl)c3)CC1)cn2C	-11%	13%	-2%	.	-6%	i	-17%	-2%[59 µM]	29%
CC(C)CC(=O)N1CCN(S(=O)(=O)c2ccc(C3CCCCC3)cc2)CC1	-6%	-4%	.	-5%	-5%	-1%	-13%	-19%[12.7 µM]	35%

Profiles, quoted from the list.
COc1ccc(-c2nnc(SCC(=O)Nc3cc(F)ccc3C)o2)cc1 reads GLS inhibitor: -1%; POLI inh: 8%; BLM inh: -7%; BAZ2B inh: 1%; Pin1 inhibitor: -3%; PGK inhibitor: -8%; JMJD2A Tudor inh: -11%; G9a block: -13%; HP1b binding inh: 47%[activator]
COc1ccc(C(=O)N2CCN(c3ccccn3)CC2)cc1 reads GLS inhibitor: .; POLI inh: -4%; BLM inh: -3%; BAZ2B inh: 5%; Pin1 inhibitor: -6%; PGK inhibitor: -7%; JMJD2A Tudor inh: 14%; G9a block: 6%; HP1b binding inh: 13%

The results go on:
SMILES	GLS inhibitor	POLI inh	BLM inh	BAZ2B inh	Pin1 inhibitor	PGK inhibitor	JMJD2A Tudor inh	G9a block	HP1b binding inh
CCc1ccc(S(=O)(=O)NC(=S)Nc2ccccc2)cc1	-14%	39%[activator]	-2%	-3%	4%	i	-19%	18µM*	-25%
O=C(NCc1ccccc1)C(c1ccccc1)N(Cc1ccc2c(c1)OCO2)C(=O)Cc1cccs1 (stereo not given)	6%	1%	3%	24%	35%[activator]	-10%	-13%	-5%[59 µM]	32%
COc1ccc(CNC(=O)c2cccc(C)c2[N+](=O)[O-])cc1	3%	13%	-4%	-5%	-2%	-6%	-6%	7%	21%
COc1ccc(Cl)cc1NC(=O)CCc1ccccc1	-1%	7%	-4%	-3%	2%	4%	18%	10%[59 µM]	69%[activator]
CCN(CC)CCCNC(=O)Cc1csc2nc(-c3ccc(Cl)cc3)cn12	-10%	-18%	-7%	?	0%	2%	-29%	3%[59 µM]	8%[57 µM]
Cc1cccc(CCN2C(N(C)C)=NC[C@@H]2CC(C)C)c1	-2%	-6%	.	7%	-2%	2%	-23%	-14%[2.33 µM]	29%
O=C(OCC(=O)C12CC3CC(CC(C3)C1)C2)c1ccc(O)cc1	6%	-29%	.	.	0%	-9%	-25%	.	15%
Cc1cccc(NC(=O)CN2C(=O)N/C(=C\c3ccccc3OCc3ccc(C(=O)O)cc3)C2=O)c1	-21%	?	-10%	71µM*	-3%	-7%	?	-51%[59 µM]	?
CCCCC1(C)NC(=O)N(CC(=O)Nc2ccc(Cl)cc2C)C1=O (stereo not given)	-10%	26%	.	.	-2%	-5%	-8%	.	9%
CCC1Oc2ccc(C)cc2N(CC(=O)NCCCN2CCOCC2)C1=O (stereo not given)	-12%	90%[activator]	0%	-15%	-12%	-6%	6%	16%	32%

This is a subset; the hit share may differ from the screen's.
